Source: PubChem (several laboratories)
EBNA-1 inhibitor: blocks EBNA-1 binding to DNA; EBNA-1 DNA binding, fluorescence polarization; inhibition, % at 14.8 µM; 300,000 tested, 0.34% active; in the data active = inhibition above about 28%
GLD-1 TGE inh: GLD-1-TGE RNA interaction inhibition (C. elegans); purified GLD-1 + fluorescein TGE RNA, fluorescence polarization; 320,000 tested, 0.44% active; Q17339; inhibition, % at 5.96 µM;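 active = percent inhibition above a per-plate cutoff, the plate mean of test compounds plus 3 SD, cut at about 30% in these data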;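 note: 0% = DMSO wells with GLD-1 and probe and 100% = wells lacking GLD-1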
Target sequence (Q17339 whole entry, looked up): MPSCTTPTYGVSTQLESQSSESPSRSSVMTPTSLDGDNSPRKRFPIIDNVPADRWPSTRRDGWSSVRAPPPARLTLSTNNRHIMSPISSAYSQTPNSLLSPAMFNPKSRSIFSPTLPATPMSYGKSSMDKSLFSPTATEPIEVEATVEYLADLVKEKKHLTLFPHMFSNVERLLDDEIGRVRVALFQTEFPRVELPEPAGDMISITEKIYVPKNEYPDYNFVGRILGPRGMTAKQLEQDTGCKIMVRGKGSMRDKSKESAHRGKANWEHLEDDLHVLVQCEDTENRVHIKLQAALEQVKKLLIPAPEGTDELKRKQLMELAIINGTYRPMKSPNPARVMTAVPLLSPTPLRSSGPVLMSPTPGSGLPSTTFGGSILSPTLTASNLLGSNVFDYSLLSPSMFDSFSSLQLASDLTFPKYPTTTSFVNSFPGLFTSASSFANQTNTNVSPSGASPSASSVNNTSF
Efflux pump inh: antifungal efflux pump inhibition, Nile Red retention; 330,000 tested, 0.44% active; S. cerevisiae Candida pump triplex; inhibition, % at 10 µM; AID 485275;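 active = plate passing quality check with inhibition over a set limit, or well fluorescence over plate mean plus 4 SD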;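 note: Nile Red retained in pooled yeast measured as flow cytometry median fluorescence; 0% = buffer negative control and 100% = Enniatin B positive control; higher means more Nile Red kept so more efflux inhibition; some compounds called inactive have numbers as strong as hits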
Fam108B inh: Fam108B inhibition, counter-screen for RBBP9 inhibitors | recombinant Fam108B, FP-Rh probe fluorescence polarization | 300,000 tested, 0.33% active | inhibition, % at 9.51 µM;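 active = inhibition above the screen mean inhibition plus 3 SD, computed separately per campaign, cut at about 18% in these data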;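 note: inhibitors lower polarization as less probe binds the enzyme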
MEX-5 binding: C. elegans MEX-5 TCR-2 RNA binding activity | 300,000 tested, 0.38% active | activity score (negative = inhibition of binding), % at 10 µM | Q9XUB2 | MEX-5/FITC-TCR2 RNA binding, fluorescence polarization; active compounds read low;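 active = inhibition past about -25% in most replicates, and total fluorescence under double the plate's negative control median, limit read from the data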;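 note: 0% = DMSO and -100% = 5 µM competing unlabeled TCR2 RNA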
Yeast superoxide: lowers age-related superoxide in aged yeast cells | S. cerevisiae aged cells, superoxide DHE fluorescence; active compounds read low | superoxide response (% of plate mean), % at 10 µM | AID 2690 | 330,000 tested, 0.18% active;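 active = superoxide response under a set limit, about three screen SD below normal, cut at about 65% in these data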;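 note: yeast aged for seven days with compound at 30 °C before DHE staining; 100% = average MFI of all compound-treated wells on the plate with controls excluded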
ZTA counter: counter-screen for EBNA-1 inhibitors: inhibitors of Epstein-Barr virus ZTA. 320,000 tested, 0.15% active. inhibition, % at 11 µM. P03206. ZTA-DNA binding, fluorescence polarization; in the data active = inhibition above about 33%
Target sequence (P03206 whole entry, looked up): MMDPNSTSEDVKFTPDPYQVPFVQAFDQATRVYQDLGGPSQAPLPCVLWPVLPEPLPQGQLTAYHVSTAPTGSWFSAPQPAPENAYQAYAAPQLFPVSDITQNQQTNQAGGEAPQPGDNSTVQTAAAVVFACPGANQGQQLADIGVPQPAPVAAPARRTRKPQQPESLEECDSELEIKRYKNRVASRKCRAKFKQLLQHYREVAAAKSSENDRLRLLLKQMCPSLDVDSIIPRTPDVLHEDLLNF
MCL1 BIM primary: inhibitors of human MCL1 binding to BIM-BH3 peptide; Q07820; GST-MCL1 / FITC-Bim-BH3 fluorescence polarization; inhibition, % at 10.9 µM; 320,000 tested, 0.68% active;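 active = inhibition above the mean inhibition of all tested compounds plus 3 SD, set per campaign, cut at about 40% in these data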;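 note: 0% = DMSO wells and 100% = unlabeled Bim-BH3 peptide control; higher means more loss of mP so more displacement of Bim peptide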
Bcl-xL primary: Bcl-xL (human) inhibition; GST-Bcl-xL / FITC-Bim BH3 peptide fluorescence polarization; Q07817; AID 2129; 320,000 tested, 0.7% active; inhibition, % at 10.9 µM;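 active = inhibition above the mean of all tested compounds plus 3 SD, cutoff set per campaign, cut at about 30% in these data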;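 note: 0% = DMSO wells and 100% = unlabeled Bim-BH3 peptide competitor; inhibitors lower millipolarization by displacing the labeled peptide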
Target sequence (Q07817 whole entry, looked up): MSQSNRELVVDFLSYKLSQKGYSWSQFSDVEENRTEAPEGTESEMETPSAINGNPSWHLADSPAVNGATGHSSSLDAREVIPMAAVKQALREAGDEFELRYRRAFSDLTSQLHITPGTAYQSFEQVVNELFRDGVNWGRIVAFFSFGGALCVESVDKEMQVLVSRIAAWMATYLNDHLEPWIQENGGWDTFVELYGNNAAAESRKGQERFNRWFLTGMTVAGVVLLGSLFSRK
* marks the source's active call; other numbers are inactive results; / = not tested or not shown.

no. | molecule | Efflux pump inh | Bcl-xL primary | GLD-1 TGE inh | MEX-5 binding | ZTA counter | Yeast superoxide | MCL1 BIM primary | Fam108B inh | EBNA-1 inhibitor
1 | COc1ccc2[nH]c3c(=O)n(CCCCC(=O)NCCC(C)C)c(=S)[nH]c3c2c1 | 0.0 | 0 | 0 | -2.2 | -6 | 110 | 9 | -5 | -6
2 | CCCNC(=O)C(Cc1ccccc1)NC(=O)c1ccc(-c2ccccc2)cc1 (stereo not given) | 0.2 | 1 | -5 | / | -15 | 97 | -1 | / | /
3 | CCOC(=O)c1sc2nc(C)nc(NCc3cccnc3)c2c1C | -0.1 | 4 | 0 | 2.2 | 2 | 91 | 3 | 6 | 9
4 | COc1ccc(CN2CCCC(C(=O)N3CCc4ccccc4C3)C2)cc1OC (stereo not given) | 0.2 | 1 | -3 | 0.1 | -4 | 111 | 6 | -2 | -20
5 | CC1=NN(c2ccc([N+](=O)[O-])cc2)C(=O)/C1=C\N(C)C | -2.2 | -1 | 7 | 0.4 | 3 | 107 | -9 | -4 | 2
6 | CCCCn1c(SCC(=O)OCC)nc2c1c(=O)[nH]c(=O)n2C | 0.1 | 10 | 2 | -1.5 | 8 | 76 | 19 | -41 | -3
7 | CCC(NC(=S)Nc1ccccc1)C(=O)O (stereo not given) | -0.6 | 1 | 6 | -1.3 | -8 | 94 | 8 | -3 | -15
8 | CCc1nnc(NS(=O)(=O)c2ccc(NC(=S)NC(=O)/C=C/c3ccc(C(C)C)cc3)cc2)s1 | 0.0 | 6 | 2 | -0.1 | 31 | 115 | 12 | -55 | 24
9 | O=C(CSc1nnc2c(Cl)cc(C(F)(F)F)cn12)Nc1ccc2c(c1)OCO2 | 0.1 | -9 | 1 | 1.1 | -2 | 101 | -17 | 0 | 7
10 | CCC(=O)N/C(=N/c1nc(C)cc(C)n1)Nc1ccc(OC)cc1 | 0.0 | 2 | -2 | 1.0 | 5 | 114 | -2 | 0 | 14
11 | COCCCNC(=S)N(CCN(C)C)Cc1cc2cc3c(cc2[nH]c1=O)OCCO3 | 0.1 | 0 | 4 | -3.0 | -17 | 110 | -1 | -1 | -16
12 | Nc1nc2c(F)cccc2s1 | 2.2* | -5 | 2 | 0.7 | 6 | 106 | -8 | 0 | -9
13 | CC1(C)CC(=O)C2=C(C1)OC(N)=C(C#N)C21C(=O)N(Cc2ccccc2Cl)c2ccccc21 (stereo not given) | 0.0 | 1 | -4 | / | 3 | 89 | -4 | -2 | -13
14 | Cc1cc(C)nc(-n2nc(C)cc2NC(=O)c2cc3ccccc3oc2=O)n1 | 0.0 | 7 | 5 | -1.6 | 15 | 89 | 1 | 1 | 3
15 | COc1cccc(C(=O)NC2(C(F)(F)F)N=C3SCCN3C2=O)c1 (stereo not given) | -0.1 | -1 | 0 | 1.6 | 8 | 94 | 0 | 5 | 5
16 | Cc1ccc2nc3c(cc(C(=O)NC4CCCCC4)c(=N)n3C3CCCCC3)c(=O)n2c1 | 0.4 | 0 | -1 | -7.3 | -9 | 92 | -18 | -3 | 0
17 | Cc1cc(=O)oc(C)c1C(=O)NCCc1ccc(F)cc1 | -0.1 | 5 | -3 | -0.4 | 3 | 80 | 3 | 3 | 0
18 | CCc1ccc(OCC(O)CN2CCN(c3ccc(OC)cc3)CC2)cc1 (stereo not given) | -0.1 | 2 | -7 | -2.6 | -1 | 88 | 6 | 12 | -3
19 | Cc1ccc([N+](=O)[O-])cc1NC(=O)Nc1ccc(S(N)(=O)=O)cc1 | 0.1 | 2 | 1 | 3.6 | 3 | 104 | -1 | 3 | 7
20 | CCCCC(=O)OCc1c(-c2ccccc2)ncc2ccccc12 | -0.3 | -2 | -5 | / | 0 | 108 | 3 | / | /

Compound profiles, as listed above. Order of screens: Efflux pump inh | Bcl-xL primary | GLD-1 TGE inh | MEX-5 binding | ZTA counter | Yeast superoxide | MCL1 BIM primary | Fam108B inh | EBNA-1 inhibitor
Shown for O=C(CSc1nnc2c(Cl)cc(C(F)(F)F)cn12)Nc1ccc2c(c1)OCO2 = 0.1 | -9 | 1 | 1.1 | -2 | 101 | -17 | 0 | 7
Shown for COc1ccc2[nH]c3c(=O)n(CCCCC(=O)NCCC(C)C)c(=S)[nH]c3c2c1 = 0.0 | 0 | 0 | -2.2 | -6 | 110 | 9 | -5 | -6
Shown for CCCCC(=O)OCc1c(-c2ccccc2)ncc2ccccc12 = -0.3 | -2 | -5 | / | 0 | 108 | 3 | / | /
Shown for COc1cccc(C(=O)NC2(C(F)(F)F)N=C3SCCN3C2=O)c1 (stereo not given) = -0.1 | -1 | 0 | 1.6 | 8 | 94 | 0 | 5 | 5
Shown for Cc1cc(C)nc(-n2nc(C)cc2NC(=O)c2cc3ccccc3oc2=O)n1 = 0.0 | 7 | 5 | -1.6 | 15 | 89 | 1 | 1 | 3

(listing goes on)
no. | molecule | Efflux pump inh | Bcl-xL primary | GLD-1 TGE inh | MEX-5 binding | ZTA counter | Yeast superoxide | MCL1 BIM primary | Fam108B inh | EBNA-1 inhibitor
21 | O=C(Nc1ccccc1C(=O)N1CCCCCC1)c1ccc(Cl)cc1 | -0.2 | 3 | -3 | 0.3 | 9 | 95 | 3 | -2 | 10
22 | Oc1cccc(Nc2ncnc3ccccc23)c1 | 0.0 | 7 | -1 | -2.1 | -13 | 94 | -1 | 1 | 0
23 | COc1ccccc1-n1c2nc3ccccc3nc2c2c(=O)n(-c3cc(C)cc(C)c3)cnc21 | 0.1 | 3 | -2 | -1.4 | -9 | 106 | 8 | -3 | -2
24 | O=C(NCC(=O)N1CCN(S(=O)(=O)/C=C/c2ccccc2)CC1)c1ccc(Cl)cc1 | 0.1 | -1 | 5 | -1.7 | -2 | 100 | -6 | 2 | -1
25 | O=C(COC(=O)C1CCN(S(=O)(=O)c2c(Cl)cccc2Cl)CC1)NCc1ccco1 | 0.0 | -3 | 1 | 0.1 | 16 | 110 | -4 | 1 | 7
26 | Cc1ccc(S(=O)(=O)CC(CN2CCOCC2)N2CCOCC2)cc1 (stereo not given) | 0.0 | 2 | 6 | 0.0 | 17 | 86 | 11 | -2 | 9
27 | Cc1nc2c(C)cccn2c(=O)c1NC(=O)c1cccc2ccccc12 | 0.1 | -3 | -4 | -0.4 | 5 | 97 | 2 | -2 | 3
28 | COc1ccc(C(=O)Nc2ncccc2C)cc1S(=O)(=O)N1CCCc2ccccc21 | 0.0 | 3 | 4 | 2.4 | -12 | 108 | 5 | 0 | -2
29 | Cc1cccc(NC2=C/C(=N/S(=O)(=O)c3cccs3)c3ccccc3C2=O)c1 | -0.3 | 7 | 2 | / | 8 | 103 | 11 | 17 | 0
30 | CC(C)OC(=O)c1cccnc1N1CCN(c2cccc(Cl)c2)CC1 | 0.1 | 2 | 7 | -2.6 | 2 | 103 | 2 | -1 | 3
31 | O=C(Cn1ccc2ccccc2c1=O)NCCC(=O)N1CCN(c2cccc(C(F)(F)F)c2)CC1 | -0.1 | 4 | 1 | 2.4 | 3 | 112 | 1 | 2 | -9
32 | O=S(=O)(Cc1ccc(Cl)cc1)N1CCN(Cc2ccc3c(c2)OCO3)CC1 | 0.0 | 4 | -1 | -0.9 | 13 | 86 | 7 | 0 | -7
33 | Cn1nnnc1Sc1ncnc2scc(-c3ccccc3)c12 | 0.2 | 3 | -9 | 1.4 | 14 | 108 | -1 | 0 | -8
34 | COc1ccccc1NC(=O)CSc1nnc(Cn2c(=O)sc3ccccc32)n1C | 0.0 | -3 | 6 | -1.0 | 25 | 96 | -3 | -1 | -2
35 | Cc1ccc(NC(=O)c2cc([N+](=O)[O-])ccc2NCc2cccnc2)cc1Cl | 0.1 | 4 | 7 | -0.8 | 6 | 96 | -2 | -11 | 0
36 | COc1ccccc1CCc1nnc(N)s1 | 0.3 | 3 | 1 | -0.7 | -4 | 88 | 6 | -1 | -8
37 | NS(=O)(=O)c1ccc(CCNC(=O)CN2CCN(c3ccccc3O)CC2)cc1 | -0.1 | 3 | -1 | -0.3 | 4 | 104 | -9 | -1 | 3
38 | O=C(NC1CCCCC1)C(c1ccccc1)N(C(=O)Cc1ccsc1)c1ccccc1 (stereo not given) | -0.1 | 8 | 13 | 1.2 | 5 | 102 | 1 | -2 | 4
39 | COc1ccc(NC(=O)NCc2cccnc2)cc1OC | 0.0 | 2 | 3 | -2.9 | 23 | 104 | 0 | -4 | 7
40 | CCN(CC)S(=O)(=O)c1ccc2[nH]cc(C(=O)NCCCN3CCCCC3C)c(=O)c2c1 (stereo not given) | -0.1 | 4 | 3 | -3.3 | -24 | 101 | 7 | 1 | -7

Shown as a hit in Efflux pump inh, among the entries above:
cpd | mol | Efflux pump inh | Bcl-xL primary | GLD-1 TGE inh | MEX-5 binding | MCL1 BIM primary | EBNA-1 inhibitor
12 | Nc1nc2c(F)cccc2s1 | 2.2* | -5 | 2 | 0.7 | -8 | -9

The listing continues.
no. | molecule | Efflux pump inh | Bcl-xL primary | GLD-1 TGE inh | MEX-5 binding | ZTA counter | Yeast superoxide | MCL1 BIM primary | Fam108B inh | EBNA-1 inhibitor
41 | Cc1csc(=O)n1CC(=O)OCC(=O)Nc1ccc(Cl)cc1F | 0.0 | -5 | -1 | -0.2 | 8 | 105 | -3 | 1 | -6
42 | CC(NC(=O)OCc1ccccc1)C(=O)Oc1cc2oc(=O)cc(-c3ccccc3)c2cc1Cl (stereo not given) | -0.1 | 5 | 5 | -1.0 | 3 | 172 | 8 | 2 | 15
43 | C=C1C2(C(=O)NCc3ccco3)CCC(C2)C1(C)C (stereo not given) | 0.0 | 21 | 5 | -0.1 | -2 | 99 | 0 | -1 | 1
44 | O=C1C=CN(C(=O)Oc2ccccc2)CC1 | -0.2 | 4 | 2 | 0.4 | -4 | 114 | 7 | 9 | 6
45 | CCCn1c(NC(=O)C2CCN(S(=O)(=O)c3cccs3)CC2)nc2ccccc21 | -0.2 | 5 | -5 | -0.7 | -14 | 106 | 0 | 1 | -8
46 | CCNc1nc(NC(C)C)nc(OCCNS(=O)(=O)c2cc(C)ccc2C)n1 | 0.1 | -3 | -5 | 1.1 | 14 | 99 | -8 | 1 | 3
47 | CCc1ccc(CNC(=O)C2CCN(S(=O)(=O)N3CCCC3)CC2)cc1 | 0.0 | 3 | -2 | 0.5 | 13 | 112 | 2 | 0 | -5
48 | Cc1ccc(S(=O)(=O)N2CCCC2C(=O)NCc2ccccc2F)cc1 (stereo not given) | 0.3 | -1 | -1 | 3.5 | 5 | 107 | -4 | -1 | -6
49 | Cc1nc(NC(=O)c2ccc([N+](=O)[O-])cc2Cl)sc1C(=O)N(C)C | 0.1 | 12 | -3 | -1.6 | -13 | 99 | 21 | 4 | 5
50 | CCN(Cc1ccccc1)C(=O)CSc1nncn1C | 0.0 | 10 | 3 | -0.8 | -8 | 97 | 6 | -6 | -8
51 | CN(CC(=O)Nc1ccccc1F)CC(=O)Nc1ccccc1Br | -0.1 | 6 | 4 | 0.0 | -14 | 96 | 7 | -1 | -5
